14-3-3g Raf: modulators of 14-3-3 gamma protein binding, primary screen, biochemical, fluorescence polarization; 14-3-3 protein gamma (Homo sapiens), P61981; FP, 14-3-3gamma / TMR-pS259-Raf peptide binding; inhibition, % at 40 µM; hit rate 0.19% among 160,000; AID 422, 2006; in the data active = inhibition above about 30%;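 also: 0% = protein plus tracer without compound and 100% = blank with tracer alone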
Target sequence (P61981 whole entry, looked up): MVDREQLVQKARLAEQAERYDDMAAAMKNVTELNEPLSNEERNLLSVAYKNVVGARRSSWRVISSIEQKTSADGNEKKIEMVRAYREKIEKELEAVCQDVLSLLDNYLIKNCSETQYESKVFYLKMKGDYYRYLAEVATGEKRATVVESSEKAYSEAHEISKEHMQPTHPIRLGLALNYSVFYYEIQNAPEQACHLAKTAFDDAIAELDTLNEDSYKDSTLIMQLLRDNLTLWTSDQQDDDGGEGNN
* = called active by the depositor; & = joins results of further samples.

How did CC1CCCCC1NC(=O)CCn1c(=S)[nH]c2ccsc2c1=O (configuration not stated) do in these assays?
14-3-3g Raf: -4.6

How did N#CCCN(CCC#N)S(=O)(=O)c1ccc(N)cc1 do in these assays?
14-3-3g Raf: -2.1

Results for CC(=O)Nc1ccc(N2C(=O)C3C4c5ccccc5C(c5ccccc54)C3C2=O)cc1Cl (configuration not stated) ?
14-3-3g Raf: -7.4

Results for CC1CCCCC1NS(=O)(=O)c1ccc2c(c1)oc(=O)n2C (configuration not stated) ?
14-3-3g Raf: -6.7

What do the screens show for `CC(=O)N1c2ccc(Br)cc2C2(O)NC(=S)NC12` (configuration not stated)?
14-3-3g Raf: 6.0

How did CC1=C(C(=O)OCc2ccccc2)C(c2ccccc2I)NC(=O)N1C (configuration not stated) do in these assays?
14-3-3g Raf: 0.1

Results for COc1ccc(-c2cc(=O)oc3c(C)c4oc(C)c(C)c4cc23)cc1 ?
14-3-3g Raf: -0.7

How did CC(C)CC(N)C(=O)OCc1ccccc1 (configuration not stated) do in these assays?
14-3-3g Raf: -0.5

How did O=C1C2C3CC(C(Br)C3Br)C2C(=O)N1c1ccc([N+](=O)[O-])cc1 (configuration not stated) do in these assays?
14-3-3g Raf: -10.6

Results for COC(=O)CSc1nc(N)c(C#N)c(-c2ccccc2)c1C#N ?
14-3-3g Raf: -93.7

How did Cc1ccccc1NC(=O)CC(O)(C(F)(F)F)C(F)(F)F do in these assays?
14-3-3g Raf: -5.8

What do the screens show for `Cc1ccc2nc(SCC(=O)Nc3ccc(Cl)cc3)[nH]c2c1`?
14-3-3g Raf: -1.7

Of the compounds above, two have a cyano group.
How did N#CCCN(CCC#N)S(=O)(=O)c1ccc(N)cc1 do in these assays?
14-3-3g Raf: -2.1

Results for COC(=O)CSc1nc(N)c(C#N)c(-c2ccccc2)c1C#N ?
14-3-3g Raf: -93.7

Next part
What do the screens show for `CCOC(=O)c1cc2c(=O)n3ccccc3nc2n(CC(C)C)c1=NC(=O)c1ccncc1`?
14-3-3g Raf: -4.9

How did Cc1c(C(=O)NCC2COc3ccccc3O2)oc2ccc(S(=O)(=O)N(C)C3CCCCC3)cc12 (configuration not stated) do in these assays?
14-3-3g Raf: -2.8

What do the screens show for `CCOc1cc(C2NC(=O)NC(C)=C2C(=O)OCCc2ccccc2)ccc1O` (configuration not stated)?
14-3-3g Raf: -8.3

How did CCOC(=O)N1CCC(NC(=O)C2CCC(CNS(=O)(=O)c3ccc(OC)cc3)CC2)CC1 (configuration not stated) do in these assays?
14-3-3g Raf: -7.0

How did Fc1ccccc1OCCCCn1cncn1 do in these assays?
14-3-3g Raf: -4.9

What do the screens show for `COc1cccc2cc(-c3nc(Nc4cccc(C)c4C)sc3C)c(=O)oc12`?
14-3-3g Raf: -1.1

What do the screens show for `Cc1ccc(C)c(S(=O)(=O)C(C#N)c2nc3ccccc3nc2N2CCCC2)c1` (configuration not stated)?
14-3-3g Raf: -60.0

How did CC1=C(C(=O)OCCc2ccccc2)C(c2ccccc2F)NC(=O)N1 (configuration not stated) do in these assays?
14-3-3g Raf: 2.5

How did CCOC(=O)c1ccc(NC(=O)CSc2nccn2-c2ccc([N+](=O)[O-])cc2)cc1 do in these assays?
14-3-3g Raf: 1.5

Results for COc1ccc(C(=O)Oc2ccc(C=Nc3ccc(C)cc3C)cc2)cc1 ?
14-3-3g Raf: 0.0

Results for O=C(NCc1ccc(Cl)c(Cl)c1)c1ccco1 ?
14-3-3g Raf: 2.2

What do the screens show for `N#CCSc1nnc(COc2cccc3ccccc23)n1-c1cccc(Cl)c1`?
14-3-3g Raf: -5.5

Results for Cc1c(C(=O)N2CCCC2)oc2ccc(S(=O)(=O)N3CCCC3)cc12 ?
14-3-3g Raf: -2.4

What do the screens show for `O=C(CN1C(=O)C2C3C=CC(C3)C2C1=O)NCCC1=CCCCC1` (configuration not stated)?
14-3-3g Raf: -3.2&4.6

How did CCOC(=O)c1cnc2c(C)cc(C)cc2c1Nc1ccc(OC)cc1 do in these assays?
14-3-3g Raf: -3.6

How did O=C(NCc1ccc(F)cc1)c1cc2c(=O)oc3ccccc3c2s1 do in these assays?
14-3-3g Raf: 3.1

How did COc1ccc(-c2csc(N(CCCN(C)C)C(=O)c3cccs3)n2)cc1 do in these assays?
14-3-3g Raf: -6.6

What do the screens show for `Cc1nn(C(=O)c2cc3sccc3[nH]2)c(C)c1C`?
14-3-3g Raf: -14.2

What do the screens show for `Nc1cc(-c2ccc(Br)cc2)nn1S(=O)(=O)c1ccccc1`?
14-3-3g Raf: -0.6

Results for O=C(Cn1nc(-c2ccc(Cl)cc2)ccc1=O)NCc1cccnc1 ?
14-3-3g Raf: -21.0

What do the screens show for `O=C1c2ccccc2C(=O)c2cc(S(=O)(=O)N(CCO)Cc3ccccc3)ccc21`?
14-3-3g Raf: 4.0

How did CCOCc1nc(C)c(Cl)c(NS(=O)(=O)c2ccc(N)cc2)n1 do in these assays?
14-3-3g Raf: -0.3

Results for C=CCn1c(SCC(=O)Nc2c(C)cccc2C)nnc1-c1ccncc1 ?
14-3-3g Raf: -5.5

What do the screens show for `CN(C)c1ccc(/C=C2\C(=O)Nc3ccccc32)cc1`?
14-3-3g Raf: 38.3*

How did COc1ccc(OC)c(C2C=C(c3cccc(Br)c3)Nc3ncnn32)c1 (configuration not stated) do in these assays?
14-3-3g Raf: -28.4

Results for O=C1OCc2c1[nH]c(=O)[nH]c2=O ?
14-3-3g Raf: -1.7

Results for Cc1c(C2N3CC4(C)CN2CC(C)(C3)C4=O)c2ccccc2n1C (configuration not stated) ?
14-3-3g Raf: 1.1

Results for Cc1c(C(=O)OCC(C)C)[nH]c2c1C(=O)CC(c1ccco1)C2 (configuration not stated) ?
14-3-3g Raf: -8.0

How did Cc1ccccc1-n1nc2c(c1NC(=O)C(C)(C)C)CS(=O)(=O)C2 do in these assays?
14-3-3g Raf: -5.9

Results for CCN(CC)CCOC(=O)C1(c2ccccc2)CCOCC1 ?
14-3-3g Raf: -10.2

How did Cc1nnc(NC(=O)C(C)Sc2nncn2C)s1 (configuration not stated) do in these assays?
14-3-3g Raf: -2.0

Results for Cn1c(SCc2nc(-c3ccc(Cl)cc3)no2)nnc1-c1ccco1 ?
14-3-3g Raf: -5.9

How did CCOC(=O)c1ccc(-n2c(N)c(C(=O)OC)c3nc4ccccc4nc32)cc1 do in these assays?
14-3-3g Raf: -68.9

What do the screens show for `CCCN(CCO)Cc1cccc(Br)c1`?
14-3-3g Raf: -0.3

What do the screens show for `COc1ccc(C2=NN3C(C2)c2cc(Cl)ccc2OC3c2ccc(OC)c(OC)c2OC)cc1` (configuration not stated)?
14-3-3g Raf: -27.4

Results for CCOc1ccc(OCC)c(NC(=O)Cn2cccc2)c1 ?
14-3-3g Raf: -6.7

What do the screens show for `CCc1ccc(OCC(=O)Nc2cc(-c3nc4ncccc4o3)ccc2C)cc1`?
14-3-3g Raf: -19.6

What do the screens show for `COc1ccc(-n2nc(C(=O)N3CCN(c4ccccc4F)CC3)c3c4ccccc4n(C)c3c2=O)cc1`?
14-3-3g Raf: 0.3

How did O=C(CNS(=O)(=O)c1ccc(Br)s1)Nc1ccc2c(c1)OCCO2 do in these assays?
14-3-3g Raf: -3.2&-1.9

How did COc1ccc(N2C(=O)CC(Cc3ccccc3OC)C2=O)cc1 (configuration not stated) do in these assays?
14-3-3g Raf: 8.3

How did CCc1ccc(NC(=O)CCC(=O)Nc2ccc3nc(N4CCCCC4)cc(C)c3c2)cc1 do in these assays?
14-3-3g Raf: -7.3

What do the screens show for `CC(C)Cc1nc2oc3c(NCc4cccnc4)ncnc3c2c2c1CCC2`?
14-3-3g Raf: -3.9

Results for COCCOCCn1c(CCCO)nc2ccccc21 ?
14-3-3g Raf: -1.9

What do the screens show for `O=C(O)C1CC(=O)N(CCc2c[nH]c3ccccc23)C1` (configuration not stated)?
14-3-3g Raf: -8.4

What do the screens show for `Cc1ccc2nc(N=C(N)N)nc(C)c2c1`?
14-3-3g Raf: -0.1

Results for Cc1ccc(Nc2ccc(N3C(=O)C4CC=CCC4C3=O)cc2[N+](=O)[O-])cc1 (configuration not stated) ?
14-3-3g Raf: -2.8

What do the screens show for `COC(=O)c1cc(C(=O)Nc2ccccc2C(F)(F)F)cc([N+](=O)[O-])c1`?
14-3-3g Raf: -5.4

What do the screens show for `O=C(Nc1ccccc1[N+](=O)[O-])c1cccc(S(=O)(=O)Nc2ccc(Cl)cc2)c1`?
14-3-3g Raf: -22.2

How did CSc1sc(C(=O)O)c2c1C(=O)CCC2 do in these assays?
14-3-3g Raf: -0.1

What do the screens show for `COc1ccccc1C(=O)Oc1c(Sc2ccccc2[N+](=O)[O-])c(C)nn1-c1ccccc1`?
14-3-3g Raf: 0.9

Results for CCOC(=O)c1cc2sccc2n1CC(=O)N1CCN(C(=O)c2ccco2)CC1 ?
14-3-3g Raf: -3.3

Results for Cc1nc(Cl)c(C(=O)NC(=O)Nc2ccccc2C(F)(F)F)c(C)c1[N+](=O)[O-] ?
14-3-3g Raf: -10.1

What do the screens show for `O=C(CCS(=O)(=O)c1ccc(Br)cc1)Nc1ccc(F)cc1`?
14-3-3g Raf: 5.9

Results for O=[N+]([O-])c1ccc2nn(Cc3ccccc3)cc2c1 ?
14-3-3g Raf: -11.8

How did CCOc1ccc(S(=O)(=O)Nc2ccc(C(=O)OC)cc2)c2cccnc12 do in these assays?
14-3-3g Raf: -16.5

What do the screens show for `CCOC(=O)c1ccc(N2CCN(c3cccc(Cl)c3)CC2)c(NC(=O)Nc2ccccc2)c1`?
14-3-3g Raf: 2.7

Results for O=C(NC1CCCCC1)c1cc(-c2ccncc2)nc2ccccc12 ?
14-3-3g Raf: -3.5

Results for O=C(CCN1CCCCCC1)Nc1ccc(F)cc1 ?
14-3-3g Raf: -18.1

How did O=C(c1nc(-c2ccccc2)n(-c2ccccc2)n1)N1CCCCCC1 do in these assays?
14-3-3g Raf: 2.6

How did COc1ccc(N2CCN(C(c3cccs3)c3nnnn3C3CCCC3)CC2)cc1 (configuration not stated) do in these assays?
14-3-3g Raf: 4.8

How did COc1ccc(-c2noc(CCC(=O)N3CCN(c4cccc(Cl)c4)CC3)n2)cc1 do in these assays?
14-3-3g Raf: -21.2

Results for CCc1nc(OCCN(C)C)c2oc3ccccc3c2n1 ?
14-3-3g Raf: -1.4

How did CC1=C(C(=O)Nc2nc3ccccc3s2)C(c2ccc3c(c2)OCO3)C2=C(CC(C)(C)CC2=O)N1 (configuration not stated) do in these assays?
14-3-3g Raf: -4.1

How did CCOc1ccc(-c2nnc3ccc(SCC(=O)N4CCN(c5ccccc5)CC4)nn23)cc1 do in these assays?
14-3-3g Raf: -2.4

How did CCC(C(=O)c1ccc(O)cc1)c1ccccc1 (configuration not stated) do in these assays?
14-3-3g Raf: 14.2

What do the screens show for `O=C(O)CNS(=O)(=O)c1ccc(Oc2ccccc2Cl)cc1`?
14-3-3g Raf: 1.0

How did C=CCNC(=O)Cn1nc(-c2ccccc2)ccc1=O do in these assays?
14-3-3g Raf: -6.3

Results for CC(C)Cc1c(O)nc(SCCN2CCOCC2)[nH]c1=O ?
14-3-3g Raf: 5.5

How did CCOc1ccc(CN2CCC(N3CCCC(C)C3)CC2)cc1 (configuration not stated) do in these assays?
14-3-3g Raf: -7.7

How did Cc1nn2c(N3CCN(C(=O)c4ccco4)CC3)cc(C(C)(C)C)nc2c1-c1ccccc1 do in these assays?
14-3-3g Raf: -4.7

How did CCOc1ccccc1N(CC(=O)NC(C)(C)C)C(=O)c1ccc(CN2CCOCC2)o1 do in these assays?
14-3-3g Raf: -5.9

What do the screens show for `S=C1NCCOCCOCCOCCOCCNC(=S)NCCOCCOCCOCCOCCN1`?
14-3-3g Raf: 8.1

2 entries picked at random from those above:
How did COc1ccc(-c2noc(CCC(=O)N3CCN(c4cccc(Cl)c4)CC3)n2)cc1 do in these assays?
14-3-3g Raf: -21.2

How did CCOc1ccccc1N(CC(=O)NC(C)(C)C)C(=O)c1ccc(CN2CCOCC2)o1 do in these assays?
14-3-3g Raf: -5.9

The results go on:
What do the screens show for `C=C(C)Cn1c(SCC(=O)OCC)nc2ccccc2c1=O`?
14-3-3g Raf: 1.5

How did COc1cc(S(=O)(=O)N2CCOCC2)ccc1NC(=O)COC(=O)C12CC3CC(CC(C3)C1)C2 do in these assays?
14-3-3g Raf: -5.9

What do the screens show for `O=C(Nc1cccc2ccccc12)c1ccccc1Br`?
14-3-3g Raf: -2.8

Results for Cc1nc2sc(C(c3ccc(F)cc3)N3CCOCC3)c(O)n2n1 (configuration not stated) ?
14-3-3g Raf: 1.2

How did COc1ccc(C(=O)OCc2cc3cccc(C)c3[nH]c2=O)cc1 do in these assays?
14-3-3g Raf: 1.8

What do the screens show for `CN1CCN(C2CC(=O)N(c3cccc(Br)c3)C2=O)CC1` (configuration not stated)?
14-3-3g Raf: -7.3

How did COCCOC(=O)C1=C(C)NC(=O)NC1c1cccc2ccccc12 (configuration not stated) do in these assays?
14-3-3g Raf: -1.4

What do the screens show for `Cn1cc(C(=O)N2CCN(c3ccc(Cl)cc3)CC2)c2c3ccccc3n(C)c2c1=O`?
14-3-3g Raf: -9.9

What do the screens show for `Clc1cccc(NCc2nnc(SCc3ccccc3)o2)c1`?
14-3-3g Raf: 0.1

Results for CCCCOC(=O)c1ccc(OC(=O)c2cccnc2)cc1 ?
14-3-3g Raf: -5.5

What do the screens show for `CCCCCn1c(CNC(=O)CC)nc2ccccc21`?
14-3-3g Raf: -3.0

How did COc1ccc(C2C(C(=O)N(C)Cc3ccccc3)c3cc(OC)c(OC)cc3C(=O)N2C)cc1OC (configuration not stated) do in these assays?
14-3-3g Raf: -7.8

Sorted by number of heavy atoms (descending): 5 of the compounds above.
How did COc1ccc(C2C(C(=O)N(C)Cc3ccccc3)c3cc(OC)c(OC)cc3C(=O)N2C)cc1OC (configuration not stated) do in these assays?
14-3-3g Raf: -7.8

How did COCCOC(=O)C1=C(C)NC(=O)NC1c1cccc2ccccc12 (configuration not stated) do in these assays?
14-3-3g Raf: -1.4

Results for Cc1nc2sc(C(c3ccc(F)cc3)N3CCOCC3)c(O)n2n1 (configuration not stated) ?
14-3-3g Raf: 1.2

What do the screens show for `C=C(C)Cn1c(SCC(=O)OCC)nc2ccccc2c1=O`?
14-3-3g Raf: 1.5

What do the screens show for `O=C(Nc1cccc2ccccc12)c1ccccc1Br`?
14-3-3g Raf: -2.8

Bioassay records as filed in PubChem.

These rows are one share of the data; the hit share may differ from the screen's.
